High-throughput results: PubChem BioAssay, Sanford-Burnham Center for Chemical Genomics
UPR CHOP act: apoptotic UPR (CHOP) activation. CHO-CHOP luciferase reporter, luminescence; percent of tunicamycin response over DMSO baseline. activation, % at 10 µM. hit rate 0.34% among 330,000. AID 449763;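 active = at 10 µM dose, activation of 40% or more, normalized to positive control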;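 note: 100% = tunicamycin at 10 µg/mL and 0% = DMSO alone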
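measured by = luciferase luminescence | assay system = CHO-CHOP cells, stable luciferase reporter of PERK-eIF2a-CHOP signalling | amount = 500 reporter cells seeded per well | timing = 6 h compound exposure at 37 °C after overnight seeding | controls = positive tunicamycin 10 µg/mL, negative DMSO alone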
Jurkat NFkB inh: inhibitors of the PMA/ionomycin-induced NF-kB reporter in Jurkat cells; PMA/ionomycin-induced NF-kB luciferase reporter, luminescence; hit rate 0.53% among 330,000; inhibition, % at 4 µM; in the data active = inhibition above about 50%
697 NFkB inh: lowers PMA/ionomycin-induced NF-kB signal in 697 B cells | hit rate 0.33% among 330,000 | inhibition, % at 4 µM | AID 435022 | 697 B-cell NF-kB luciferase reporter, 16 h; in the data active = inhibition above about 35%
Mdm2-MdmX inh: inhibitors of human Mdm2/MdmX interaction | O15151+Q00987 | SaOS-2 split-luciferase Mdm2/MdmX complementation, luminescence | inhibition, % at 8 µM | hit rate 3% among 330,000 | AID 485346;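 active = inhibition of at least 50% at 8 µM in the primary screen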
APJ agonist: agonists of human APJ apelin receptor. CHO-K1 APJ PathHunter beta-arrestin, luminescence; 0% DMSO wells, 100% apelin. activation, % at 20 µM. P35414. hit rate 0.11% among 330,000;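 active = activation more than six SD over the plate average, tested at 20 µM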;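 note: 0% = DMSO alone and 100% = apelin-13 at 10 nM; some results filed as inactive read as strong as hits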
Target sequence (P35414 whole entry, looked up): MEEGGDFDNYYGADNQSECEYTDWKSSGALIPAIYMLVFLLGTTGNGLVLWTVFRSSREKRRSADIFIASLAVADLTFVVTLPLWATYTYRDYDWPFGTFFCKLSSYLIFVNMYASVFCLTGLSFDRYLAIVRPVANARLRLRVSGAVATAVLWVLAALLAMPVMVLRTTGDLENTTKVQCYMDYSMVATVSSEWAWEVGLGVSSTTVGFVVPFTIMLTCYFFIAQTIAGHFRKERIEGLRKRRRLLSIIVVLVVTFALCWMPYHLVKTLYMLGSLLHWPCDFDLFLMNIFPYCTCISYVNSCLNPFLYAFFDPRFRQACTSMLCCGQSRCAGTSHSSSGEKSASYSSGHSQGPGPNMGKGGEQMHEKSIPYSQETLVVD
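Assay system: CHO-K1 APJ beta-arrestin complementation cell line / Compound: single test compound dose, 20 µM final, 1% DMSO / Times: overnight seeding, 90 min compound at 25 °C, 1 h detection / Technique: beta-gal luminescence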
APJ antag: blocks the human apelin receptor APJ | P35414 | CHO-K1 APJ beta-arrestin complementation, luminescence | inhibition, % at 20 µM | hit rate 0.32% among 330,000;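 active = inhibition above about 40% at 20 µM, limit read from the data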;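 note: cells challenged with 10 nM apelin-13 agonist together with compound; plate controls were apelin-13 plus DMSO wells for no effect and DMSO wells lacking apelin-13 for full effect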
tim23-1 inh: inhibits growth of tim23-1 mutant yeast; hit rate 1.3% among 330,000; S. cerevisiae tim23-1 growth, BacTiter-Glo luminescence, 24 h; inhibition, % at 20 µM;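 active = growth inhibition of the mutant yeast at or above 50%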;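 note: temperature-sensitive mutant grown at 25 °C; plate controls were DMSO-treated mutant yeast for no effect and medium wells lacking yeast for full effect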
XBP1 UPR activ: adaptive UPR (XBP1) activation. CHO-XBP1 luciferase reporter, IRE1-XBP1 UPR activation, luminescence; percent of tunicamycin response, DMSO as zero. hit rate 0.33% among 330,000. activation, % at 20 µM;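 active = versus positive control, 20 µM dose yields 30% or more activation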;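 note: 100% = tunicamycin at 10 µg/mL and 0% = DMSO only wells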
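Material: IRE1-XBP1 luciferase reporter CHO line / Quantity: one thousand reporter cells per well / Buffer or medium: F12 with 10% serum / Compound: 20 µM single concentration, DMSO 1% / Times: 6 h treatment, 37 °C / Detection: Steady-Glo luciferase glow luminescence, 10 min after reagent addition / Benchmarks: tunicamycin high, DMSO low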
Starred values were filed as active, the others as inactive.

no.	molecule	UPR CHOP act	Jurkat NFkB inh	697 NFkB inh	Mdm2-MdmX inh	APJ agonist	APJ antag	tim23-1 inh	XBP1 UPR activ
1	NC(=O)c1ccccc1NC(=O)/C=C/c1cccc(Cl)c1	3.8	-80	-24	-60	0	3	28	7
2	COc1ccc(C(=O)Nc2ccc(N3CCN(C(C)=O)CC3)cc2)cc1[N+](=O)[O-]	-0.7	1	16	26	-3	0	-6	0
3	Cc1occc1-c1nnc(SCC(=O)Nc2ccccc2)n1CCc1ccccc1	-2.3	3	-1	5	-3	-16	5	-2
4	COc1cc(/C=C(\NC(=O)c2ccccc2)C(=O)NCCO)c([N+](=O)[O-])cc1OC	-1.2	9	1	-5	0	8	0	-4
5	CCCc1ccc(OCC(O)CN2CCc3ccccc3C2)cc1 (centres undefined)	0.5	3	4	12	-2	-16	-57	-1
6	S=c1[nH]cc(-c2ccc(Cl)cc2)n1-c1ccccc1	-0.1	-11	-6	20	3	-1	4	-1
7	CCCS(=O)(=O)c1nc(S(=O)(=O)c2ccc(C)cc2)c(N2CCc3ccccc3C2)s1	1.8	5	15	24	-2	-7	34	-2
8	Cc1cccc(S(=O)(=O)N2CCN(Cc3ccc4c(c3)OCO4)CC2)c1	-1.6	14	13	0	1	15	33	-2
9	O=C(O)c1cccnc1SC1CC(=O)N(c2ccccc2)C1=O (centres undefined)	-1.5	-3	11	5	-2	-46	20	-3
10	CCc1c(C)sc(NC(=O)c2cc(C3CC3)on2)c1C#N	-1.9	6	14	11	-4	22	21	0
11	COC(=O)CN1C(=O)N/C(=C/c2cc3c(cc2OC)OCO3)C1=O	-1.3	7	21	15	-1	0	8	0
12	CCOc1ccc(CN2CCN(Cc3[nH]c4ccccc4c3C)CC2CCO)cc1 (centres undefined)	-2.4	11	1	29	0	6	-6	-3
13	Cc1noc(C)c1NC(=O)N(C)C[C@H]1Oc2c(NC(=O)C3CCCCC3)cccc2C(=O)N([C@H](C)CO)C[C@@H]1C	0.7	-7	1	22	-1	8	-7	-2
14	O=C(CN1CCN(c2ccccc2)CC1)N1CCN(c2ccccc2)CC1	-0.6	-5	12	15	-2	-16	4	-2
15	CC(Oc1ccc(Cl)cc1Cl)c1nc(-c2ccc(NC(=O)c3ccncc3)cc2)no1 (centres undefined)	9.1	51*	-3	40	7	-2	28	7
16	Cc1ccc(S(=O)(=O)c2c(C)cc(C)nc2Cl)c(C)c1	0.2	-8	6	-12	-5	5	27	2
17	Cn1ccnc1C(=O)c1cccc([N+](=O)[O-])c1	3.7	-13	-21	-18	1	-13	2	1
18	CN(C)C(/C=C/Nc1ccc(F)cc1F)=C(C#N)C#N	2.2	-9	-5	-29	2	-11	9	-1
19	Cc1ccc(S(=O)(=O)N2CCN(Cc3nnc(-c4c(-c5ccccc5)noc4C)o3)CC2)cc1	-0.8	19	5	2	-1	-5	20	-3
20	CCCN1Cc2cccc(C(=O)Nc3ccc(C)cc3)c2C1=O	3.3	-4	-1	19	-3	4	4	3
21	CCOC(=O)c1c(NC(=O)C(C)S(=O)(=O)c2cn(CC)c3ccccc23)sc2c1CCCC2 (centres undefined)	0.4	-5	-6	45	-3	6	18	-1
22	CN(C)CCCNC(=O)c1cc(C(=O)Cc2ccc(Cl)cc2)c[nH]1	1.5	-26	-17	6	-1	3	6	-2
23	CC(CN1CCOCC1)OC(=O)Cc1ccc(Cl)cc1 (centres undefined)	5.1	1	4	7	-1	2	-1	-2
24	O=[N+]([O-])/C(C(Cl)=C(Cl)Cl)=C(\Nc1ccc(F)cc1)n1cncn1	-0.4	11	1	-13	-4	15	75*	0
25	CC(C)Cc1cc(CNC(=O)C2CCC(=O)N(Cc3cccc(C(F)(F)F)c3)C2)on1 (centres undefined)	2.2	4	-1	-9	-2	-14	6	-5

Compounds shown so far that contain fluorine, in the order listed:
no.	molecule	UPR CHOP act	Jurkat NFkB inh	697 NFkB inh	Mdm2-MdmX inh	APJ agonist	APJ antag	tim23-1 inh	XBP1 UPR activ
18	CN(C)C(/C=C/Nc1ccc(F)cc1F)=C(C#N)C#N	2.2	-9	-5	-29	2	-11	9	-1
24	O=[N+]([O-])/C(C(Cl)=C(Cl)Cl)=C(\Nc1ccc(F)cc1)n1cncn1	-0.4	11	1	-13	-4	15	75*	0
25	CC(C)Cc1cc(CNC(=O)C2CCC(=O)N(Cc3cccc(C(F)(F)F)c3)C2)on1 (centres undefined)	2.2	4	-1	-9	-2	-14	6	-5

Going on with the list:
no.	molecule	UPR CHOP act	Jurkat NFkB inh	697 NFkB inh	Mdm2-MdmX inh	APJ agonist	APJ antag	tim23-1 inh	XBP1 UPR activ
26	COc1ccc(CN2CCN(Cc3c[nH]c4ccccc34)CC2CCO)cc1C (centres undefined)	0.6	9	-2	5	-3	8	20	-4
27	CC(C)NC(=O)CN1C(=O)c2cccc3cccc1c23	1.1	2	3	34	2	1	-5	-6
28	O=C(CSc1nc2ncc(Br)cc2[nH]1)c1cccc([N+](=O)[O-])c1	0.2	0	14	7	3	-32	18	2
29	CCc1nn(CC(=O)NCCCN(CC)Cc2ccccc2)c(=O)c2cc3sccc3n12	-4.3	26	-11	-9	-3	22	1	-3
30	CCOC(=O)c1ccc(Nc2c(CC)c(C)nc3ncnn23)cc1	-0.8	2	-33	9	2	12	8	0
31	O=C(COc1ccccc1)Nc1ccc2c(c1)nc1n2CCSC1	2.7	-35	-12	-52	5	5	7	-1
32	CCOc1ccc(C(=O)NNC(=O)CN2C(=O)NC3(CCCC3)C2=O)cc1	0.7	7	22	12	-2	14	-5	-1
33	C[C@@H]1CN(C(=O)c2nc3ccc(Cl)cn3c2CN[C@H]2CCCCNC2=O)C[C@H](C)O1	-0.5	-12	3	-20	-1	-6	7	-2
34	Cc1n[nH]c(=O)c2c(NC(=O)CSc3nc4ccccc4c(=O)n3CCCOC(C)C)oc(C)c12	1.5	2	17	32	-5	-4	-2	0
35	C=CC[C@@H](CC(=O)N[C@H](CO)Cc1ccccc1)C(=O)N[C@H](COC(=O)[C@@H](CC=C)Cc1ccc(F)cc1)Cc1c[nH]c2ccccc12	24	-3	-4	81*	-1	-1	14	-2
36	O=C(NC1=C(NC2CCS(=O)(=O)C2)C(=O)c2ccccc2C1=O)c1ccccc1 (centres undefined)	3.3	49	5	90*	0	-39	21	12
37	CCOC(=O)c1c(C)c(C(=O)NCc2ccccn2)c(C)n1CC	0.2	8	12	22	-4	13	6	1
38	CCOC(=O)c1ccc2nc(Nc3nc4ccc(F)cc4s3)sc2c1	-9.5	56*	10	82*	-3	-13	21	-9
39	O=C(CSc1nc(C(F)(F)F)cc(=O)[nH]1)N1CCOCC1	-1.2	0	6	6	-3	10	10	0
40	O=C(NCc1ccccc1)C1=C[C@H](c2ccc(Br)cc2)C[C@H](OCCCCO)O1	-0.3	12	10	8	-4	15	35	-4
41	CCOc1ccc(NC(=O)c2ccc(-n3cccn3)nc2)cc1	1.5	-9	17	-33	-1	-12	-10	-1
42	COc1ccc2nc(NC(=S)NC(=O)c3ccco3)sc2c1	3.5	-77	-183	-4	-2	9	-11	1
43	O=C(O)C1C2C=CC(C2)C1C(=O)NCc1cccs1 (centres undefined)	-0.6	29	12	-2	0	17	-6	0
44	COC(=O)CS(=O)(=O)c1ccsc1C(=O)Nc1ccc(F)c(F)c1	1.2	19	-1	8	-1	6	8	-3
45	O=[N+]([O-])c1ccc(C(O)C[n+]2ccccc2)cc1 (centres undefined)	-1.5	-11	4	8	-3	25	-3	-2
46	Cc1c(S(=O)(=O)Nc2cccc(Cl)c2)c(=O)n(C)c(=O)n1C	-1.6	12	3	0	-2	7	12	1
47	O=[N+]([O-])c1cc([N+](=O)[O-])c(Oc2cc(Cl)ccc2Cl)cc1NC1CCCCCCC1	0.0	3	24	33	-1	10	14	0
48	Cc1oc(-c2ccccc2)[n+]([O-])c1C	-0.2	6	1	30	-4	4	-6	-3
49	Cc1csc2nc(CSc3ccc(Cl)cc3)cn12	7.4	-103	-172	-218	-3	11	33	1
50	Cc1ccccc1C(=O)N=c1ccn(-c2nc3ccccc3nc2NS(=O)(=O)c2ccccc2)cc1	2.0	-6	-22	19	-1	5	6	-3

3 entries from above, sorted by the number in Jurkat NFkB inh, lowest first.
# | molecule | Jurkat NFkB inh
41 | CCOc1ccc(NC(=O)c2ccc(-n3cccn3)nc2)cc1 | -9
48 | Cc1oc(-c2ccccc2)[n+]([O-])c1C | 6
44 | COC(=O)CS(=O)(=O)c1ccsc1C(=O)Nc1ccc(F)c(F)c1 | 19

Later entries:
no.	molecule	UPR CHOP act	Jurkat NFkB inh	697 NFkB inh	Mdm2-MdmX inh	APJ agonist	APJ antag	tim23-1 inh	XBP1 UPR activ
51	CCN(CC)CCCN1C=C2C(=O)C(C)(OC(=O)CCc3ccccc3)C(=O)C=C2C=C1c1ccc(C#N)cc1 (centres undefined)	0.6	-6	-6	-31	11	-50	5	-1
52	Cn1c(-c2ccccc2)c(/C=N/NC(=O)c2cccnc2)c2ccccc21	10	5	-3	35	-2	8	11	16
53	Cc1nn(C(C)C(=O)NCCN2CCCCCC2)c(=O)c2nn(-c3ccccc3)c(C)c12 (centres undefined)	-1.0	-19	-5	12	2	-8	-8	-1
54	CCCCNC(=S)N(CCN(CC)CC)Cc1cc2cc3c(cc2[nH]c1=O)OCO3	0.4	-14	-4	-14	-1	2	-7	-5
55	O=C(NCCC(=O)N1CCc2ccccc21)c1ccccc1Cl	0.6	-7	18	-3	1	-7	7	0
56	CCN1CCN(C2CCCCC2NS(=O)(=O)c2ccc(Cl)cc2)CC1 (centres undefined)	0.9	-14	-6	17	-2	5	-15	-2
57	COc1ccccc1NNC(=O)c1cc(C(C)(C)C)nn1Cc1ccccc1	4.5	-6	-11	-11	-10	6	35	-4
58	Cc1ccc(S(=O)(=O)n2c(CN3CCCC(C)C3)nc3ccccc32)cc1 (centres undefined)	0.4	-12	-20	10	-6	-2	32	-2
59	CC(C(=O)O)c1ccc(N2Cc3ccccc3C2=O)cc1 (centres undefined)	-5.2	-60	-130	18	10	-12	-5	-9
60	CCN(CC)CCNC(CC(=O)Nc1ccc(Cl)cc1Cl)C(=O)O (centres undefined)	-0.9	-9	16	24	-4	8	-9	-1
61	O=C(COc1ccc(/C=N/NC(=O)c2cccnc2)cc1)Nc1ccccc1	0.1	-31	9	-6	7	-32	14	2
62	O=C(NC1CCN(Cc2ccc3ccccc3c2)CC1)c1ccccc1	-0.2	-5	-9	20	0	1	0	-3
63	CC(=O)NCCNC(=O)c1ccc(CSc2ccc(Cl)cc2)cc1	2.1	-90	-69	-67	-2	-13	7	-3
64	CCCn1c(SCC(=O)NCc2ccc(OC)cc2)n[nH]c1=O	-1.5	-1	14	13	-3	19	9	0
65	COc1ccccc1N(CC(=O)NCCSCc1cccc(Cl)c1)S(C)(=O)=O	1.1	-22	-12	-4	-4	-8	11	3
66	CCOC(=O)Cc1csc(N/C(=N/S(=O)(=O)c2ccc(Cl)cc2)c2ccccc2)n1	0.7	9	15	-5	1	3	3	-3
67	CN(C)CCNC(=O)NC(=O)c1ccc(Cl)cc1	-1.7	-6	-10	-30	-2	11	10	-3
68	CC(=O)/C(=C\N(C)C)Sc1ccc(Cl)cc1	0.9	-14	-12	-23	-1	-5	-2	-3
69	CC(=O)Nc1sc(N/N=C/c2ccc(C)cc2)nc1-c1ccc(C)cc1	7.7	-11	-12	8	7	-40	3	15
70	CN(C(=O)CN1C(=O)/C(=C/c2ccccc2F)SC1=S)C1CCS(=O)(=O)C1 (centres undefined)	-0.1	1	-2	-3	2	12	-12	-4
71	CC(C)c1ccc(NC(=O)NC2CCCCC2)cc1	1.4	-207	-243	-200	-1	13	19	5
72	O=C(Nc1c2c(nn1-c1ccc(F)cc1)CS(=O)C2)c1ccc(S(=O)(=O)N2CCOCC2)cc1 (centres undefined)	-1.4	-16	-17	22	-2	7	4	-2

This is a random part of the collection; about 5% have a hit in one of these screens.
